PfHsp40 yeast: restores yeast growth despite PfHsp40 toxicity | growth rescue, % at 12.5 µM | AID 504582 | 340,000 tested, 0.68% active | S. cerevisiae expressing PfHsp40, growth rescue, ATP luminescence; in the data active = growth rescue above about 28%, passing the limit was not always enough;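 also: yeast W303a lacking pdr1 and pdr3 grown in galactose medium; growth measured after three days at 30 °C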
UGM FP inh: blocks M. tuberculosis UGM enzyme. P9WIQ1. purified UGM, fluorescence polarization probe displacement. inhibition, % at 10 µM. 320,000 tested, 0.06% active; in the data active = inhibition above about 10%, passing the limit was not always enough
Target sequence (P9WIQ1 whole entry, looked up): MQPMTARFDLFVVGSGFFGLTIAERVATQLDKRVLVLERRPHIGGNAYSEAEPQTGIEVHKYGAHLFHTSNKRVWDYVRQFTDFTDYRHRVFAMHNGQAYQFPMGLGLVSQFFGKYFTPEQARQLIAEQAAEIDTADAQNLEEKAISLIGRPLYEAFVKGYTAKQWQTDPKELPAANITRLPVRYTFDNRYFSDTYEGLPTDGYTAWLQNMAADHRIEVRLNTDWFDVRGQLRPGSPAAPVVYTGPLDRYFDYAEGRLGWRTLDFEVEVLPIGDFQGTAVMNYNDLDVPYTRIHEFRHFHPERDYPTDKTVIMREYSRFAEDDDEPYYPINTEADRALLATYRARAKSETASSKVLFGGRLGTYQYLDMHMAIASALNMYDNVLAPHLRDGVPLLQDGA
Mtb BioA inh: BioA (M. tuberculosis) enzyme inhibition; purified M. tuberculosis BioA enzyme, plate reader; inhibition, % at 9.99 µM; 360,000 tested, 0.096% active; AID 602481; in the data active = inhibition above about 40%
GDH-TPI counter: inhibits GDH-TPI coupling enzymes, artifact for Mtb FBA screen; GDH-TPI coupled enzyme counterscreen, NADH absorbance; inhibition, % at 4.8 µM; 360,000 tested, 1.2% active; AID 588335; in the data active = inhibition above about 30%;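 also: 0% = DMSO wells and 100% = wells lacking the enzyme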
BH1578 lux ind: induces V. cholerae light production without autoinducers | activation, % at 18.7 µM | 350,000 tested, 0.16% active | AID 588436 | V. cholerae BH1578 lux reporter, luminescence, 6 h; in the data active = activation mostly above about 9.7%, no sharp cut-off; also: not every result past the cut was called active; inactives centre near 0; reference of the scale not given here
TcdB GH inh: blocks C. difficile toxin B glycohydrolase activity | TcdB glycohydrolase enzymatic assay, plate reader | inhibition, % at 9.99 µM | 350,000 tested, 0.24% active | AID 652162; in the data active = inhibition above about 10%
FadD28 binding: M. tuberculosis FadD28 bisubstrate binding inhibition | FadD28 bisubstrate probe binding, fluorescence polarization | inhibition, % at 12.5 µM | 360,000 tested, 0.22% active; in the data active = inhibition above about 8.5%, passing the limit was not always enough
Y pestis TopoI: Y. pestis Topo-I inhibition via cleavage products. Y. pestis Topo-I cleavage product accumulation, plate reader. activity, % at 10 µM. 360,000 tested, 0.064% active. AID 504884; in the data active = activity above about 50%, passing the limit was not always enough; also: inactives centre near 2
FBA Mtb inh: inhibitors of M. tuberculosis fructose-bisphosphate aldolase. purified M. tuberculosis FBA, fluorescence read-out. inhibition, % at 1 µM. 360,000 tested, 2.3% active; in the data active = inhibition above about 27%;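 also: 0% = vehicle and 100% = reference inhibitor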
Target sequence (P9WQA3 whole entry, looked up): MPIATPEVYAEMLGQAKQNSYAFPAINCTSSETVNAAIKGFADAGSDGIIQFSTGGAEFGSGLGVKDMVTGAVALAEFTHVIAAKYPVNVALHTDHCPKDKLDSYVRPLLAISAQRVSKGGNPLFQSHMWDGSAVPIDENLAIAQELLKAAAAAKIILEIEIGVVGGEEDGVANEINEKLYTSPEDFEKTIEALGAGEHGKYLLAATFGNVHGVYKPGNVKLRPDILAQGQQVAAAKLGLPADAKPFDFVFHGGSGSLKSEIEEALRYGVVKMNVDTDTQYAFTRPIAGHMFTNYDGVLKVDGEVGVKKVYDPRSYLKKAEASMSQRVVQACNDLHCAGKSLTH
* marks the source's active call; other numbers are inactive results; i = inactive; / = no result given. An unsorted share of the library (roughly 4.6% active in at least one column).

SMILES	PfHsp40 yeast	UGM FP inh	Mtb BioA inh	GDH-TPI counter	BH1578 lux ind	TcdB GH inh	FadD28 binding	Y pestis TopoI	FBA Mtb inh
O=C(N=Nc1c(O)[nH]c2ccc(F)cc12)C1COc2ccccc2O1 (stereo not drawn)	-2.0	-1.4	-0.5	14	i	0.3	-1.9	8	38*
CCn1c(=N)n(CC(=O)c2cccc([N+](=O)[O-])c2)c2ccccc21	0.2	-1.1	/	5	i	0.8	0.1	0	-1
Cc1ccc(NC(=O)CSCc2cc(=O)n3cc(C)sc3n2)cc1	1.2	0.5	-4.3	17	-0.2	0.0	0.1	-8	5
Oc1ccc(CCNCc2cc3c(cc2Br)OCO3)cc1	/	/	/	5	i	2.3	-3.0	5	0
O=C(Cn1c(-c2cscn2)nc2ccccc21)Nc1ccccc1F	0.4	-1.8	0.8	7	-2.8	/	-0.6	0	2
Cc1cc(=O)[nH]c(SCc2nnnn2-c2ccc(Cl)cc2)n1	0.6	0.4	/	-3	-4.2	/	-2.2	2	2
Cc1nc2cc(OCc3cc(C(=O)NC(C)c4cnn(C)c4)no3)ccc2s1 (stereo not drawn)	1.0	0.2	-2.7	8	-1.2	0.0	2.4	19	8
COC(=O)c1ccn(Cc2ccccc2Cl)n1	-0.2	/	/	-2	i	2.4	-0.2	-1	7
CC[C@H](C)[C@H](NC(N)=O)C(=O)Nc1ccc2c(c1)OCO2	0.1	1.3	/	9	0.1	-0.7	-1.2	-2	2
Cc1cccc(OCCOCCN2CCOCC2)c1C	-2.3	-1.6	3.5	0	-15	0.5	0.4	2	0
COc1ccc(NC(=O)C2C(=O)NC3(C)CC2c2ccccc2O3)cc1 (stereo not drawn)	-0.6	0.2	1.6	13	/	/	-2.5	3	0
O=C(NCc1ccc(F)cc1)c1cc(C2CCCN(S(=O)(=O)c3ccccc3)C2)on1 (stereo not drawn)	/	/	0.1	6	0.3	1.0	1.3	29	-2
Cc1ccc(C2(C)NC(=O)N(CC(=O)NCc3ccccc3Cl)C2=O)cc1 (stereo not drawn)	0.4	-2.5	-0.6	4	-1.7	2.1	1.7	0	0
COCCCNc1ccn2nc(-c3cccc(Cl)c3)cc2n1	/	/	-1.6	0	i	0.3	-1.1	4	35*
CCOC(=O)c1cn(-c2ccc([N+](=O)[O-])cc2)c2cc(Cl)c([N+](=O)[O-])cc2c1=O	-1.0	0.3	/	9	-0.3	/	-2.6	-2	-2
O=C(NCC1(N2CCOCC2)CCCCC1)c1cccc(S(=O)(=O)Nc2ccc(F)cc2)c1	1.9	0.3	-1.9	-6	-0.9	-5.1	-1.8	9	0
O=C(O)CSCc1ccc(Cl)cc1	-1.7	-0.7	-0.3	9	-0.8	/	0.7	1	3
COc1cc(NC(=O)COC(=O)CNC(=O)c2ccc(C)s2)cc(OC)c1	0.0	5.1	/	-5	0.2	-1.2	-6.1	7	-1
Cc1nn2c(NCC(C)C)c3c(nc2c1-c1ccccc1)CCC3	-0.6	-1.9	-0.4	-2	-0.4	/	-3.5	4	7
Cc1c(N=Cc2c(O)n(Cc3ccco3)c(=O)[nH]c2=O)c(=O)n(-c2ccccc2)n1C	-0.5	-1.7	-0.3	23	-0.2	/	-2.5	7	-2
C=CCN1CC[C@]23c4c5ccc(O)c4OC2C(O)C=CC3[C@H]1C5 (stereo partly drawn)	-1.9	/	-1.1	0	-0.5	-0.2	0.2	4	5
CCc1ccc(CNC(=O)C2CCN(S(=O)(=O)N3CCC4(CC3)OCCO4)CC2)cc1	1.4	-1.7	/	-8	-0.1	0.0	-3.1	5	1
N#Cc1c2nc3ccccc3nc2n2cc(NC(=O)c3ccc(F)cc3)ccc12	0.6	/	/	13	-0.3	0.0	1.7	-4	8
Cc1cccc(N(CC(=O)N/N=C/c2cc([N+](=O)[O-])ccc2Cl)S(C)(=O)=O)c1C	-0.3	/	0.5	9	i	/	-0.6	6	34*
COC(=O)CSc1ncnc2c1sc1nc(N3CCOCC3)c3c(c12)CCCC3	-0.8	1.8	-1.2	5	i	/	-3.8	15	0
Nc1cc(C(=O)OCC(=O)N2CCC(Cc3ccccc3)CC2)ccc1Cl	1.8	-0.4	-3.5	-6	0.7	-0.1	-4.1	18	1
CCN(CC)c1ccc(/C=N/N2CCN(Cc3ccccc3)CC2)cc1	0.2	0.4	/	3	0.2	-32	-4.2	16	-1
O=Cc1c(NC2CCCCC2)c2ccccc2[nH]c1=O	2.3	-2.9	0.4	12	-1.3	0.6	-0.5	4	5
Cc1c(C(N)=O)sc2ncn(CC(=O)OC(C)C)c(=O)c12	-0.7	0.2	0.4	6	-1.0	/	-0.6	2	4
O=C(CN(c1ccccc1)S(=O)(=O)c1ccccc1)Nc1ccccc1C(=O)NCc1ccco1	1.7	1.0	/	0	i	/	-4.1	14	-4
Cc1ccc(NC(=O)COC(=O)C2=COCCO2)cc1	-0.8	-3.0	-0.4	-1	/	/	-0.6	8	-1
COc1ccc(NC(=O)c2ccc(-c3ccc([N+](=O)[O-])cc3)o2)cc1OC	3.9	2.9	-4.9	26	-0.6	1.5	1.4	-9	3
C=CCn1cc(Cl)c(=O)n(CC=C)c1=O	-1.4	-2.6	-1.1	-8	i	/	-1.2	-7	-3
Cn1cnnc1SCc1ccccc1	-2.0	1.2	-1.6	-1	-12	/	1.4	-3	3
CN1CCCN(C(=O)c2cccc3ccccc23)CC1	0.1	0.2	-1.5	-5	-3.8	1.1	-2.9	-5	-2
COc1ccc(CCN2C(=O)CC(NNC(=O)c3cccc(O)c3)C2=O)cc1 (stereo not drawn)	0.9	-0.3	-0.4	7	-3.3	/	-0.9	-4	5
COC(=O)c1cc(S(=O)(=O)NCC2CCN(Cc3cccc(Cl)c3)CC2)c[nH]1	0.8	0.3	0.8	-10	-1.9	1.3	-3.8	-4	-1
Cc1nn(Cc2ccccc2)c(C)c1C(=O)OCC(=O)c1cc(C)n(C2CC2)c1C	-0.8	3.7	/	-11	-0.3	/	-3.9	35	3
Cc1nnc(SCC(=O)NCc2ccccc2)[nH]c1=O	-1.8	0.8	0.4	6	-0.2	-0.4	-1.4	1	-1
Cc1ccc(Cl)cc1N1CCN(C(=O)CSc2nnc3n2C(C)(C)Cc2ccccc2-3)CC1	-0.2	-2.3	-1.9	-12	i	/	-3.1	3	3
COc1ccc(OC)c(-c2cc(C3CCN(C(=O)OC(C)(C)C)CC3)[nH]n2)c1	2.1	-0.2	0.9	-3	i	2.9	-3.4	-8	-1
CCN1CCCC1CNC(=O)c1cc2cc(F)ccc2[nH]1 (stereo not drawn)	-0.4	2.2	-0.3	-1	-1.4	0.4	-5.0	-3	30*
CC1CCCCC1NC(=O)COC(=O)c1ccc2c(c1Cl)C(=O)c1ccccc1C2=O (stereo not drawn)	1.8	4.2	0.3	10	-0.4	0.1	1.0	2	1
O=C(Nc1ccn(CCCNCC(c2ccccc2)c2ccccc2)c(=O)n1)OCc1ccccc1	/	/	-1.7	4	-1.1	0.5	-5.1	28	1
O=C(Nc1nc2ccc(F)cc2s1)c1cccc(S(=O)(=O)N2CCc3ccccc32)c1	-1.5	1.8	-0.2	3	-4.8	-9.6	-1.7	1	1
CCCCCCN1C[C@H](n2cc(C3CC3)nn2)[C@@H](O)C[C@@H]1c1ccccc1	/	/	/	-2	-0.5	0.8	-5.8	9	-4
COc1ccc(C2C=C(Nc3ccccc3)C(=O)N2c2ccccc2)cc1OC (stereo not drawn)	1.6	5.2	/	3	i	0.1	0.9	30	-2
Cn1nc([N+](=O)[O-])nc1Sc1cccc2cccnc12	-0.2	-0.3	/	1	-0.3	0.0	-1.2	4	2
COc1ccc(C2=Nn3c(nnc3-c3ccccc3)SC2)cc1OC	-1.4	-2.8	-1.1	13	-0.3	/	-1.4	-3	2
Cc1cccc(NC(=O)CN2C(=O)NC3(CCCC3)C2=O)n1	-0.3	/	-0.3	3	-2.3	1.5	-4.5	4	-2
Cc1ccc(C)c(OCCC(=O)OCC(=O)NCCc2ccc(S(N)(=O)=O)cc2)c1	0.6	2.4	/	-1	-1.9	1.5	0.8	-8	2
CCCc1nnc(NC(=O)CCC(=O)N2CCN(c3ccccn3)CC2)s1	-0.2	-0.4	-3.0	9	-0.2	/	-1.8	9	4
Cc1cc(N2CCN(Cc3cn(C)nc3-c3ccccc3F)CC2)cc(C)n1	-0.8	-1.6	-0.2	13	-3.0	0.9	-1.8	5	0
CCCN1CCN(C(=O)c2ccc(F)c(S(=O)(=O)N3CCOCC3)c2)CC1	0.9	-0.9	1.0	-8	-0.3	1.1	-0.3	0	1
COc1ccc(S(=O)(=O)N2CCN(C)CC2)cc1	-1.1	0.6	-1.1	5	-2.3	-0.7	-1.4	5	0
COc1ccc(NC(=O)COC(=O)c2ccc(S(=O)(=O)N(C)c3ccccc3OC)cc2)cc1	0.3	/	-3.5	10	-1.9	-0.1	-0.8	11	4
NC(=O)C1CCCN(S(=O)(=O)c2ccc3ccccc3c2)C1 (stereo not drawn)	0.1	-0.2	0.8	-7	i	-1.2	-0.5	-6	1
COc1ccc(OC)c(S(=O)(=O)Nc2ccc(OCC(=O)O)cc2)c1	-0.6	-1.4	-0.6	4	-0.4	2.5	0.4	2	2
CCOC1(/N=C(\C)NS(=O)(=O)c2ccc(Cl)cc2)C(C)=CC(=O)C=C1C	-0.9	0.5	/	-3	i	0.1	-4.3	-10	-2
Cn1c(=O)c2[nH]c(CCNC(=O)c3ccccc3)nc2n(C)c1=O	-1.2	/	/	-1	/	0.2	-0.8	5	2

Ordered by molar mass (low to high): some entries from above
SMILES	PfHsp40 yeast	UGM FP inh	Mtb BioA inh	GDH-TPI counter	BH1578 lux ind	TcdB GH inh	FadD28 binding	Y pestis TopoI	FBA Mtb inh
Cc1cccc(NC(=O)CN2C(=O)NC3(CCCC3)C2=O)n1	-0.3	/	-0.3	3	-2.3	1.5	-4.5	4	-2
COc1ccc(C2C=C(Nc3ccccc3)C(=O)N2c2ccccc2)cc1OC (stereo not drawn)	1.6	5.2	/	3	i	0.1	0.9	30	-2
Cc1ccc(C)c(OCCC(=O)OCC(=O)NCCc2ccc(S(N)(=O)=O)cc2)c1	0.6	2.4	/	-1	-1.9	1.5	0.8	-8	2
COc1ccc(NC(=O)COC(=O)c2ccc(S(=O)(=O)N(C)c3ccccc3OC)cc2)cc1	0.3	/	-3.5	10	-1.9	-0.1	-0.8	11	4

Continued.
SMILES	PfHsp40 yeast	UGM FP inh	Mtb BioA inh	GDH-TPI counter	BH1578 lux ind	TcdB GH inh	FadD28 binding	Y pestis TopoI	FBA Mtb inh
Cc1cc(N2C(=O)CC(Cc3ccc(Cl)cc3)C2=O)no1 (stereo not drawn)	1.3	-0.6	0.4	-5	i	/	-3.1	4	1
Fc1ccccc1CSc1nc2ncccc2[nH]1	0.9	3.8	-0.3	3	i	/	-1.0	1	3
Cc1ccc(-c2cc(C(=O)NCc3ccccn3)no2)cc1	0.6	-2.8	0.6	6	i	1.3	-4.0	-7	-4
COc1ccc(S(=O)(=O)N2CCCCC2)cc1NC(=O)C1CC(=O)N(Cc2ccco2)C1 (stereo not drawn)	0.4	0.5	/	8	i	3.8	-0.9	15	2
CCC(=O)Nc1nnc(CCc2ccccc2)s1	-0.2	0.0	1.0	-3	/	/	-1.9	2	0
CC(C)(C(=O)N1CCC1(C)C(=O)NS(=O)(=O)c1ccc(Br)cc1)c1ccccc1 (stereo not drawn)	/	/	-2.3	3	i	-1.0	1.9	4	10

Reprinted at random: 5 records from the list.
SMILES	PfHsp40 yeast	UGM FP inh	Mtb BioA inh	GDH-TPI counter	BH1578 lux ind	TcdB GH inh	FadD28 binding	Y pestis TopoI	FBA Mtb inh
Cc1ccc(-c2cc(C(=O)NCc3ccccn3)no2)cc1	0.6	-2.8	0.6	6	i	1.3	-4.0	-7	-4
Fc1ccccc1CSc1nc2ncccc2[nH]1	0.9	3.8	-0.3	3	i	/	-1.0	1	3
CC(C)(C(=O)N1CCC1(C)C(=O)NS(=O)(=O)c1ccc(Br)cc1)c1ccccc1 (stereo not drawn)	/	/	-2.3	3	i	-1.0	1.9	4	10
Cc1cc(N2C(=O)CC(Cc3ccc(Cl)cc3)C2=O)no1 (stereo not drawn)	1.3	-0.6	0.4	-5	i	/	-3.1	4	1
COc1ccc(S(=O)(=O)N2CCCCC2)cc1NC(=O)C1CC(=O)N(Cc2ccco2)C1 (stereo not drawn)	0.4	0.5	/	8	i	3.8	-0.9	15	2
